High-throughput results as filed in PubChem.
CCT chaperon mod – High-Throughput Screening for Modulators of Cytosolic Chaperonin Activity. purified chaperonin ATPase assay, HTRF ADP detection, 30 min. activity change, % (no concentration beside the values), hits read low. actives 0.3% (n = 360,000). AID 651819, 2012; in the data active = activity change below about -30%; also: % is scaled to controls: 0 for no effect and ±100 for the full control effect
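Enzyme 40 or 20 nM (batch-dependent) in Tris pH 7.4/KCl/MgCl2/DTT; cpd 76 uM single point; ATP 10 uM; 30 min 37 °C; Transcreener ADP HTRF detection, 30 min RT; ratio 665/615.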
Nrf2 ARE act – qHTS of Nrf2 Activators; AREc32 ARE-luciferase reporter (MCF7-derived line), luminescence, 24 h; AID 624171, 2012; actives 0.31% (n = 410,000); Potency, µM (series often up to 46.1 µM), inactives show top-dose activation, actives largely listed as activators; also: potency is read from the fitted curve at half-maximal effect; % of control where 0% means no effect; nearly all actives have a fitted effect of over 65% in size
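AREc32_Fluc, 1000 cells/well, OPTI-MEM + 5% FBS, o/n 37 deg C 5% CO2; 23 nL cpd by pin tool, 24 hr; Steady-Glo 30 min RT, luminescence.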
Nrf2 inh – Nrf2 qHTS screen for inhibitors; AID 504444, 2011; A549 ARE-Fluc reporter, luciferase luminescence, 18-24 h; actives 2.1% (n = 360,000); Potency, µM (highest dose often 46 µM), without a hit: at the highest dose activity change, negative = inhibition, hits mostly inhibitors; also: potency is read from the fitted curve at half-maximal effect; % is scaled to controls: 0 for no effect and ±100 for the full control effect; nearly all actives have a fitted effect of over 60% in size
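Quantitative HTS in A549 cells stably bearing an antioxidant response element-firefly luciferase construct. Inhibition of Nrf2-driven transcription was scored by luminescence after 18-24 h of compound exposure at 37 °C.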
Akt phos inh – HTS Assay for Inhibitors of Akt Phophorylation: Primary Screen; activity change, % for hits at 50 µM; actives 0.32% (n = 360,000); AID 651550, 2012; Neuro2A IGF-stimulated pAkt S473 HTRF, 20 min; stronger effect = lower value; in the data active = activity change below about -80%; inconclusive = mostly about -51% to -80%; also: % is scaled to controls: 0 for no effect and ±100 for the full control effect
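Neuro2A cells in DMEM with 0.5% FBS, overnight at 37 deg C, given compound at single 50 µM final, then IGF (6 nM final) for 20 min at 37 deg C. Lysed; phospho-Akt Ser473 by HTRF after 24 h, 665/615 ratio.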
A549 viability – Nrf2 qHTS screen for inhibitors: counterscreen for cytotoxicity; A549 ARE-Fluc cells, CellTiter-Fluor viability, 18-24 h; Potency, µM (series often up to 46 µM), for the others: at the highest dose activity change, negative = cytotoxicity, actives largely listed as inhibitors; actives 0.16% (n = 390,000); AID 504648, 2011; also: potency is read from the fitted curve at half-maximal effect; % is scaled to controls: 0 for no effect and ±100 for the full control effect
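Cytotoxicity counterscreen: CellTiter-Fluor fluorescence was measured in A549 ARE_Fluc cells after 18-24 h of compound exposure in a concentration series. The subsequent BugLite luminescent read reports ARE-luciferase activity.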
MmCpn inh – Inhibitors of TCP-1 ring complex (TRiC) of Methanococcus maripaludis (MmCpn): qHTS | Chaperonin Mm-Cpn (Methanococcus maripaludis) | purified Mm-Cpn ATPase, ADP Transcreener TR-FRET | Potency, µM (top dose mostly 76.9 µM), for inactives: at the highest dose activity, negative = inhibition, usual class: inhibitors | actives 0.031% (n = 330,000) | AID 504842, 2011; also: potency is read from the fitted curve at half-maximal effect; % is scaled to controls: 0 for no effect and ±100 for the full control effect; nearly all actives have a fitted effect of over 80% in size
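Compound-treated chaperonin, 25 nM final, turns over 10 uM ATP at 37°C for 30 min following a 10 min preincubation; ADP generated competes with ADP-d2 for Eu-cryptate antibody, lowering FRET.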
TGFb SMAD3 inh – qHTS for Inhibitors of TGF-b | HepG2 CAGA-GFP TGF-b/SMAD3 reporter, GFP fluorescence, 18 h; TGF-beta stimulated, 500 pg/mL final | Potency, µM (titrated, usually from 46.1 µM), without a hit: top-dose activity, negative = inhibition, hits mostly inhibitors | actives 1.2% (n = 410,000); also: potency is read from the fitted curve at half-maximal effect; % is scaled to controls: 0 for no effect and ±100 for the full control effect; nearly all actives have a fitted effect of over 65% in size
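Smad-responsive CAGA-GFP expression was quantified in HEPG2 cells exposed to compounds and 500 pg/mL final TGF-beta for 18 h at 37 degrees C; unstimulated wells defined full inhibition.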
HepG2 viability – qHTS for Inhibitors of TGF-b: Cytotox Counterscreen; HepG2 CAGA-GFP viability, ATP luminescence, 18 h; Potency, µM (titrated, usually from 46.1 µM), for the others: top-dose activity change, negative = cytotoxicity, usual class: cytotoxic; AID 588856, 2011; actives 0.76% (n = 410,000); also: potency is read from the fitted curve at half-maximal effect; some results filed as inactive show a strong effect at the top dose
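HepG2 CAGA-GFP cells (1000/well, DMEM with 1% FBS) received compound, then TGF-beta at 500 pg/mL final, and were incubated 18 hours at 37 degrees C. Viability was read by CellTiter-Glo luminescence. Media-only wells were set as complete cell-killing and DMSO as no toxicity.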
Abeta rescue – qHTS for compounds that reverse cellular toxicity of Amyloid beta (A-beta) peptide in yeast: Primary Screen; actives 0.063% (n = 410,000); Potency, µM (top dose mostly 46.1 µM), inactives show at the top dose growth rescue, actives largely listed as activators; yeast expressing A-beta42, growth rescue, OD600, 48 h; response scale: 0% DMSO, 100% iron-clioquinol control; also: potency is read from the fitted curve at half-maximal effect; nearly all actives have a fitted effect of over 55% in size
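Growth rescue measured by 600 nm absorbance after 48 h yeast culture at 30 C with compound. Values normalized between DMSO and an equimolar ferric chloride plus clioquinol control.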
* marks the source's active call; other numbers are inactive results; i = inactive; ? = inconclusive; . = not tested or not shown; & = joins results of further samples; [ ] = dose if it differs, or a comment. Unless noted, calls follow the shape of the dose curve; as a rule, active = well fitted curve in the direction sought with a large enough effect; inconclusive = small, poorly fitted or top-dose-only effect, or another doubt; inactive = no such curve, though single readings can be large; an effect the other way counts as inactive or inconclusive.

The first 3 entries as a preview:
SMILES | CCT chaperon mod | Nrf2 ARE act | Nrf2 inh | Akt phos inh | A549 viability | MmCpn inh | TGFb SMAD3 inh | HepG2 viability | Abeta rescue
Cc1cc2ccccn2c1C(=O)c1ccc(Cl)cc1 | -1.8 | 2.9% | . | ? | -0.1% | -2.9% | -24.9% | -10.4% | -20.0%
CCN(CC)S(=O)(=O)c1ccc(N/N=C/c2cc(OC)ccc2O)nc1 | -1.1 | -0.6% | -10.2% | i | -0.3% | -1.1% | -14.3% | -22.4% | 17.2%
Fc1ccc(-c2nnn3c2nc(NCc2ccccc2)c2ccccc23)cc1 | -2.7 | 4.1%&3.7% | 5.9%&8.1% | i | 4.8%&5.5% | -9.7% | -3.5%&-24.7% | -0.6%&1.4% | -12.9%&4.4%

The listing, repeating the preview:
SMILES | CCT chaperon mod | Nrf2 ARE act | Nrf2 inh | Akt phos inh | A549 viability | MmCpn inh | TGFb SMAD3 inh | HepG2 viability | Abeta rescue
Cc1cc2ccccn2c1C(=O)c1ccc(Cl)cc1 | -1.8 | 2.9% | . | ? | -0.1% | -2.9% | -24.9% | -10.4% | -20.0%
CCN(CC)S(=O)(=O)c1ccc(N/N=C/c2cc(OC)ccc2O)nc1 | -1.1 | -0.6% | -10.2% | i | -0.3% | -1.1% | -14.3% | -22.4% | 17.2%
Fc1ccc(-c2nnn3c2nc(NCc2ccccc2)c2ccccc23)cc1 | -2.7 | 4.1%&3.7% | 5.9%&8.1% | i | 4.8%&5.5% | -9.7% | -3.5%&-24.7% | -0.6%&1.4% | -12.9%&4.4%
CC(=O)NC1C(Oc2ccc(C=O)cc2)OC(COC(C)=O)C(OC(C)=O)C1OC(C)=O (centres undefined) | -1.7 | -0.3% | 4.4% | i | -2.9% | -2.6% | 0.3% | 18.2% | -1.7%
CCC(C)(C)n1nnnc1C(c1ccc2ncccc2c1)N1CCN(c2nc3ccccc3s2)CC1 (centres undefined) | 0.2 | 2.2% | ? | i | -13.4%[1.84 µM] | -16.6% | -10.9% | 1.2% | 13.6%
COc1ccc(S(=O)(=O)N(CC(=O)N2CCOCC2)Cc2ccccc2)cc1 | -1.6 | -0.6% | 4.8% | i | -1.3% | 2.5% | 3.6% | -35.3% | -22.6%
COc1ccc(C2Nc3ccccc3C(=O)N2Cc2ccccc2)cc1CN1CCOCC1 (centres undefined) | -1.8 | 4.5% | 0.5% | i | 1.1% | 0.5% | 0.3% | 3.6% | 12.9%
Cc1nc2nc(NC(=O)c3ccco3)nn2c(C)c1Cl | -1.7 | 6.4% | ? | i | -1.6% | 0.4% | -26.0% | -19.0% | 2.4%
CCN(CC)C(=O)Cn1c(=O)n(Cc2ccc(C(=O)NCc3ccc(C)cc3)cc2)c(=O)c2ccccc21 | . | 0.6% | -21.8% | . | -2.0% | . | 37.3%[activator] | -0.3% | -0.3%
N#Cc1c(N2CCCC2)nc(N)c2c(N)nc(N3CCCC3)cc12 | 0.6 | 4.4% | ? | i | ? | -14.5% | ? | -8.9% | -0.4%
Cc1cc(C)n(-c2ncnc3sc4c(c23)CCCC4)n1 | -1.3 | 0.1% | 4.6% | i | 4.4% | -1.3% | -3.9% | -0.8% | -20.0%
Cc1c(C(=O)OCC(=O)N2CCCC2=O)oc2ccccc12 | -0.6 | 0.8% | 5.9% | i | 1.6% | 2.9% | 2.4% | -1.7% | 7.3%
CSc1ccc(/C=C(\NC(=O)c2ccc(C)cc2)C(=O)Nc2cccc(C)c2)cc1 | -8.7 | -0.7% | -1.7% | i | -2.0% | 0.4% | 4.9% | -8.1% | -2.7%
CC(=O)c1cccc(NC(=O)CCNS(=O)(=O)c2cccc3nonc23)c1 | 0.8 | 0.1% | -0.3% | i | 1.4% | 4.4% | -6.5% | 8.0% | -3.6%
Cc1cc(C)c(S(=O)(=O)c2ccccc2C(C)C)c(=O)[nH]1 | 0.1 | -0.5% | -6.7% | i | -12.0% | 0.2% | 7.6% | -2.3% | -2.9%
Cc1ccc(Cn2ccc(=O)c(OCc3ccccc3)c2C)cc1 | -0.9 | 0.4% | ? | i | -0.4% | 1.2% | 4.5% | 11.8% | 5.5%
COc1ccc(OC)c(Nc2nc(C)nc3c2oc2ccccc23)c1 | -0.6 | 5.8% | 20.4% | i | 3.7% | -3.8% | -0.9% | 9.9% | -9.0%
Cc1ccc(N(Cc2ccc(C(=O)NCC3CCCO3)cc2)S(C)(=O)=O)cc1C (centres undefined) | 0.1 | 0.3% | -4.6% | i | 4.1% | 1.4% | -14.0% | -2.1% | 0.6%
Cc1cccc(-c2nc(NCCCN3CCOCC3)c3ccccc3n2)c1 | -0.1 | 16.9% | . | i | -13.6% | -13.5% | 22.6% | -15.5% | -0.9%[9.22 µM]
O=C(C1CCC(Cn2c(=O)[nH]c3ccccc3c2=O)CC1)N1CCN(c2ccccc2)CC1 (centres undefined) | -1.5 | -0.3% | -18.9% | i | -6.0% | -0.4% | -12.7% | -20.4% | 3.8%
O=C(NNC(=O)c1ccc2ccccc2c1)c1cccc(Cl)c1 | -2.9 | 0.1% | ? | i | 3.7% | . | -1.3% | 4.9% | -12.7%
O=C(Nc1ccc2c(c1)OCO2)c1cc(-c2cccc(O)c2)on1 | -1.7 | 3.9% | 5.1% | i | 0.3% | 0.5% | 5.0% | -0.4% | -19.6%
COc1ccc(-c2noc(C3CCCN(C(=O)c4ccccc4)C3)n2)cc1 (centres undefined) | 1.5 | 0.5% | ? | i | 0.0% | 0.6% | -19.7% | -23.4% | -4.3%
COc1ccc(/C=C/C(=O)c2ccc([N+](=O)[O-])o2)cc1OC | 0.4 | ? | -17.6% | i | ? | -1.3% | 2.51µM* | 11.2µM* | -19.2%
COc1ccc2c(c1)O/C(=C\c1ccccc1C)C2=O | 0.5 | 10.9% | 16.6% | i | 9.7% | 0.9% | 89.3%[activator] | -2.9% | 0.9%
CCOC(=O)C1CCCN(C(=O)CN2CCN(Cc3ccc(Cl)cc3)C2=O)C1 (centres undefined) | -0.6 | -0.7% | . | i | -0.8% | 0.6% | 5.7% | 5.8% | 6.9%
CCC/C=C1\CCCOC(C(=O)NCc2ccc(C)o2)(C(F)(F)F)C1 (centres undefined) | . | . | 16.8% | . | -1.8% | . | ? | -23.6% | .
COCCn1cc(C(=O)NCc2cccs2)c2c3ccccc3n(C)c2c1=O | -1.1 | 0.0% | 9.5% | i | 2.0%[1.84 µM] | 2.8% | 0.3% | -8.9% | -9.4%
Cc1cccc(NC(=O)CSc2nnc(Cn3cnc4ccccc43)o2)c1 | -2.1 | -0.7% | -12.2% | i | -4.9% | 0.1% | -5.6% | -21.3% | -4.7%
CCCNC(=O)c1cc(C2CCCCN2C(=O)c2ccc(C(C)C)cc2)on1 (centres undefined) | -0.6 | 3.8% | . | i | . | . | 32.0%[activator] | 4.1% | -4.2%
CCn1c(CNC(=O)c2cccs2)nnc1SCC(=O)Nc1ccc(Cl)cc1 | -0.2 | 0.8% | ? | i | -14.0% | 0.0% | ? | -30.7% | 24.7%
Cc1nn(-c2ccccc2)nc1CNC(=O)C1CC1 | 0.9 | 0.3% | 10.8% | i | -11.1% | 0.7% | -2.5% | -4.0% | 17.3%
COc1ccccc1NC(=O)CN1C(=O)NC2(CCCCCCC2)C1=O | -1.6 | -0.3% | -30.4% | i | -4.2% | 1.9% | 0.0% | 7.1% | -9.7%
Cc1ccc(NC(=C(C#N)C#N)c2ccccc2)cc1 | 0.9 | 0.3% | . | i | . | . | -7.4% | -10.5% | 0.6%
Cc1cccc(NC(=O)COc2coc(CN3CCN(c4ccccc4)CC3)cc2=O)c1C | -0.3 | -0.1% | ? | i | -0.3% | 0.8% | ? | -19.3% | 16.4%
O=C(Nc1ccncc1)C1(c2ccccc2)CCCC1 | -1.1 | -0.6% | -5.6% | i | -2.7% | 0.1% | -11.7% | -8.9% | 20.5%
CCOc1cccc(-c2c(C(=O)N/N=C(\C)c3ccncc3)nnn2-c2nonc2N)c1 | 0.7 | -0.4% | -5.1% | i | -0.1% | 2.2% | -13.9% | -1.1% | -1.3%
COc1cccc(N(CC(=O)Nc2cccc(F)c2)S(C)(=O)=O)c1 | 4.4 | -0.3% | 10.9% | i | -8.2% | 1.3% | -2.4% | -3.7% | 1.0%
CCOC(=O)N1CCN(C(=O)C2CC(=O)N(c3ccc(OC)cc3)C2c2ccc(OC)cc2)CC1 (centres undefined) | -1.6 | -0.2% | -2.3% | i | -1.9% | 0.7% | -2.2% | 6.4% | 2.3%
CCCN1C(=O)c2cc(C(=O)Nc3ccccc3C)ccc2C1Nc1ccccc1C (centres undefined) | -1.9 | 0.6% | ? | i | -17.1% | 0.9% | 2.1% | 27.0% | 10.7%
Cc1cc(Nc2ccc(Br)cc2F)n2ncnc2n1 | -0.1 | -0.7% | -22.8% | i | 1.1% | -2.5% | -4.0% | -6.5% | -3.1%
CCOC(=O)c1cc(NC(=O)c2ccc(Cl)cc2)c(=O)n2c1oc1ccc(Cl)cc12 | 0.0 | -0.7% | ? | i | -10.9% | 1.4% | 26.8% | -2.5% | 8.6%
